Compound activity (PubChem)
TRPC4 agonist = activators of mouse TRPC4 channel, primary screen, Fluo4 calcium, HEK293 TRPC4beta/mu-opioid cells; B-score at 10 µM; 310,000 compounds, 0.49% hits; Short transient receptor potential channel 4 (Mus musculus), Q9QUQ5; Fluo4 calcium fluorescence; active compounds read high; AID 2237, 2010;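 active means B-score above 5 SD of library B-scores, and initial fluorescence ratio not above library mean plus 5 SD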;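 further: positive B-score marks a calcium rise read as TRPC4 activation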
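Assay system: HEK293 stable line with TRPC4beta plus mu-opioid receptor. Times: dye 45 min RT, read 110 s. Measured by: kinetic Fluo4 calcium fluorescence. Measure: B score of integrated ratio. Controls: assay buffer as low control, maximal DAMGO as high control.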
SKKanGAS inh = S. pyogenes SKKanGAS growth inhibitors in kanamycin, primary screen, streptokinase expression inhibitor project, SKKanGAS strain, BacTiter-Glo luminescence; 6 h; inhibition, % at 7.5 µM; 300,000 compounds, 1.3% hits; AID 1662, 2009;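 active means mean replicate score, as percent of positive control median, at least 50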;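 further: strain carries kanamycin resistance gene driven by streptokinase promoter and grows in 40 µg/ml kanamycin; loss of luminescence reflects streptokinase promoter inhibition or plain growth inhibition; 0% = median of DMSO wells and 100% = positive control at its reference dose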
aSyn 5UTR inh = MLPCN primary screen, SNCA 5' untranslated region; alpha-synuclein 5'UTR reporter, inhibitor activity; AID 1813, 2009; 300,000 compounds, 0.82% hits; inhibition, % (tested at 7.5 µM); in the data active means inhibition above about 60%;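 further: H4 neuroglioblastoma cells stably carrying SNCA 5'UTR luciferase fusion; 0% = DMSO wells and 100% = positive control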
MrgX1 antag = antagonists of human MrgX1 receptor, primary screen, HEK293 cells, Fluo-4 calcium flux | Mas-related G-protein coupled receptor member X1 (Homo sapiens), Q96LB2 | AID 588676, 2011 | B-score at 10 µM | 310,000 compounds, 1.3% hits | BAM8-22 antagonism; active compounds read low;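 active means calcium-response B-score plate-corrected more than 3 library SD below zero, starting fluorescence within 5 deviations, no agonist response on first addition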;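 further: peak minus trough fluorescence over baseline after final BAM8-22 challenge near maximal dose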
Target sequence (Q96LB2 whole entry, looked up): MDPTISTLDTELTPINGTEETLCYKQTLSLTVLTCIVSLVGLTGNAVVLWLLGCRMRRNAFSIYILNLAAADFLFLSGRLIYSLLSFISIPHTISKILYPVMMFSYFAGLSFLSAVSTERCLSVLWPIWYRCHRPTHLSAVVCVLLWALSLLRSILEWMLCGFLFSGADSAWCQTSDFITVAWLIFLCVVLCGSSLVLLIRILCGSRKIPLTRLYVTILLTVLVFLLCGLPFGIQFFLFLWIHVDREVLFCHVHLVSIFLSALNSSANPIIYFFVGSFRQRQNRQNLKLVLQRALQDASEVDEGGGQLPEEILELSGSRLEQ
TRPC4 inh = inhibitors of mouse TRPC4 channel, primary screen, Fluo4 calcium, HEK293 TRPC4beta/mu-opioid cells; DAMGO-evoked Fluo4 calcium flux; active compounds read low; B-score at 10 µM; 300,000 compounds, 0.39% hits; AID 2247, 2010;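 active means B-score over 3 SD under the library average, no early fluorescence shift, positive overall ratio signal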
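Material: HEK293 cells with stable TRPC4beta plus mu-opioid receptor expression; probe or stimulus: DAMGO in two steps, submaximal then maximal; technique: Fluo4 calcium fluorescence by kinetic imaging, 5 s 1 Hz baseline; measure: integrated fluorescence ratio relative to baseline, converted to per-well B score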
HIF activator = HIF pathway transcriptional activators, primary screen, cell-based, U2OS HRE-luciferase, luminescence; 300,000 compounds, 0.32% hits; activation, % at 7.5 µM (by protocol); U2OS HRE-luciferase reporter; normalized: DMSO 0%, desferrioxamine 100%;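 active means mean activation of at least 10% of the iron chelator positive control signal, with at least half of replicates also reaching 10%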
IEC-6 cytotox = cytotoxicity in IEC-6 intestinal epithelial cells, primary screen, cytotoxicity control for KLF5 inhibitor project, cell-based, luminescence | IEC-6 cytotoxicity, luminescence viability | inhibition, % at 5 µM | 290,000 compounds, 0.78% hits; in the data active means inhibition above about 22%;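 further: 0% = plate median of test compound wells and 100% = cytotoxic reference compound wells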
KLF5 inh = KLF5 expression inhibitors, primary screen, DLD-1 cells, luminescence; 290,000 compounds, 0.23% hits; inhibition, % at 5 µM; DLD-1 KLF5 promoter-luciferase reporter; AID 1700, 2009;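 active means inhibition above a per-plate limit of that plate's mean compound inhibition plus 3 SD, cut at about 60% in these data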;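 further: 0% = DMSO wells and 100% = LY294002 at 200 µM; higher means less KLF5 promoter-driven luciferase light; inactives centre near -14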
TRPC6 activator = mouse TRPC6 channel activators, primary screen, cell-based, HEK293, membrane potential dye; Short transient receptor potential channel 6 (Mus musculus), Q61143; HEK293-TRPC6 membrane potential dye fluorescence; active compounds read high; B-score at 10 µM; 310,000 compounds, 0.13% hits; AID 2550, 2010;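 active means B-score of the integrated fluorescence ratio above library mean plus 3 SD, and starting fluorescence ratio within library mean plus 5 SD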;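 further: higher score means more depolarization so channel activation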
TRPC6 inhibitor = mouse TRPC6 channel inhibitors, primary screen, cell-based, HEK293, membrane potential dye; Short transient receptor potential channel 6 (Mus musculus), Q61143; B-score at 10 µM; ACh-evoked depolarization; active compounds read low; AID 2553, 2010; 310,000 compounds, 1.1% hits;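 active means B-score under library mean minus 3 SD, initial fluorescence not abnormally high, positive integrated signal ratio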;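 further: B-score derived from integrated fluorescence ratio over the kinetic read; more negative B-score means stronger inhibition of depolarization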
TRPC4 potent = positive allosteric modulators of TRPC4, primary screen, cell-based, mouse TRPC4beta, HEK293 mu-opioid, Fluo-4 calcium; Short transient receptor potential channel 4 (Mus musculus), Q9QUQ5; DAMGO EC20, Fluo-4 Ca2+ flux; active compounds read high; AID 2227, 2009; 310,000 compounds, 0.42% hits; B-score at 10 µM;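 active means B-score of calcium response area above 5 SD of library B-scores, with initial fluorescence ratio within 5 SD of library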;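 further: B-score of integrated fluorescence ratio over time as area under calcium response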
* marks the source's active call; other numbers are inactive results; i = inactive; nt = not tested or not shown.

SMILES | TRPC4 agonist | SKKanGAS inh | aSyn 5UTR inh | MrgX1 antag | TRPC4 inh | HIF activator | IEC-6 cytotox | KLF5 inh | TRPC6 activator | TRPC6 inhibitor | TRPC4 potent
CC1(C)Cc2cccc(OCC(=O)OCC(=O)NCc3ccc(F)cc3)c2O1 | i | -1 | 22 | i | i | 0.5 | nt | nt | i | i | i
O=C(NC(=S)Nc1ccccc1C(=O)O)c1cncc(Br)c1 | i | -4 | -2 | i | i | 0.5 | 5 | -19 | i | i | i
COc1ccc(N(C)S(=O)(=O)c2ccc3c(c2)CC(C)N3C(=O)C2CC2)c(OC)c1 (stereo unspecified) | i | -1 | 2 | i | i | -0.1 | 6 | 0 | i | i | i
Cc1ccc(C)n1-c1ccc(C(=O)O)cc1 | i | -1 | -7 | i | i | 0.5 | -11 | -13 | i | i | i
COc1ccccc1/C=C(\NC(=O)c1ccc(OC)c(OC)c1)C(=O)Nc1cccc([N+](=O)[O-])c1 | i | -1 | 6 | i | i | -0.3 | 3 | -23 | i | i | i
CNC(=O)/C=C/c1cc(C(=O)c2ccc(Cl)cc2Cl)cn1C | i | 2 | 15 | i | i | 0.1 | 0 | -35 | i | i | i
Cc1ccc2c(c1)c1c3n2CCN(C(=O)CCl)C3CCC1 (stereo unspecified) | i | -1 | 7 | i | i | -0.4 | 6 | -50 | i | i | i
Cc1cc(/C=N/NC(N)=S)c(O)c(/C=N/NC(N)=S)c1 | i | 6 | 7 | i | i | -0.4 | 90* | -16 | i | i | i
CCOc1cc(/C=C/C(=O)NCCc2ccc(S(N)(=O)=O)cc2)ccc1OCC(C)C | i | -6 | 14 | i | i | -0.5 | 1 | -10 | i | i | i
CCCCCCCCNC(=O)/C(C#N)=C/c1ccc(SC)cc1 | i | 23 | -16 | i | i | -0.2 | 2 | -18 | i | i | i
Cc1ccc(NC(=O)COC(=O)CC2CCCC2)cc1Cl | i | 0 | 16 | i | i | -0.2 | 7 | -14 | i | i | i
Cc1cc(/C=N/NC(=O)c2cccc(F)c2)c(C)n1-c1ccccc1 | i | -2 | -152 | i | i | 2.5 | 4 | -73 | i | i | i
COc1ccc(F)cc1S(=O)(=O)Nc1cc2c3c(c1)CC(=O)N3CCC2 | i | -11 | -2 | i | i | -0.2 | nt | nt | i | i | i
COc1ccccc1N(CC(=O)Nc1ccc2c(c1)OCCO2)S(=O)(=O)c1ccc(C)cc1 | i | 5 | 2 | i | i | 0.6 | 2 | -7 | i | i | i
O=C(Nc1nnc(-c2ccco2)o1)c1ccc(N2C(=O)CCC2=O)cc1 | i | -3 | -2 | i | i | -0.2 | 3 | -24 | i | i | i
Cc1ccc(S(=O)(=O)Nc2cc(C(=O)NCCN(C)C)ccc2N2CCCC2)cc1 | i | 0 | -25 | i | i | 2.2 | 3 | 0 | i | i | i
CC(C)C(=O)N1CCN(c2ccccc2NC(=O)Cc2ccc(Cl)cc2)CC1 | i | 0 | 4 | i | i | 0.1 | 3 | -15 | i | i | i
COCCSc1nnc(NC(=O)C2CCN(C(=O)c3ccco3)CC2)s1 | i | 1 | -9 | i | i | 2.0 | 2 | -2 | i | i | i
Nc1cc(N)nc(SCc2cccc(F)c2)n1 | i | -2 | -147 | i | i | 3.8 | -4 | -66 | i | i | i
COc1ccc(CC(=O)OCC(=O)Nc2ccc3[nH]c(=O)[nH]c3c2)cc1 | i | -2 | -4 | i | i | 0.6 | nt | nt | i | i | i
Cc1cccc(C(=O)O/N=C2\CCS(=O)(=O)c3sccc32)c1 | i | -2 | 7 | i | i | -0.3 | -1 | 0 | i | i | i
C=CCNC(=O)C1CC1(c1cccc(C)c1)c1cccc(C)c1 (stereo unspecified) | i | 2 | -7 | i | i | 0.3 | nt | nt | i | i | i
Cc1ccccc1N(CC(N)=O)S(C)(=O)=O | i | 2 | 5 | i | i | 0.3 | 4 | -13 | i | i | i
CCCc1cc(=O)n2[nH]c(SCc3ccccc3)nc2n1 | i | 2 | 5 | i | i | 0.0 | -2 | -27 | i | i | i
COc1ccc(-c2cc(C(F)(F)F)nc(SCC(=O)NCCN3CCOCC3)n2)cc1OC | i | 3 | 11 | i | i | -0.3 | -2 | -1 | i | i | i
CCOc1ccccc1NC(=O)c1cc(SC)ccc1Cl | i | 14 | 2 | i | i | 1.6 | 2 | 7 | i | i | i
Cc1nc(CNS(=O)(=O)c2cc([N+](=O)[O-])ccc2C)cs1 | i | -22 | 0 | i | i | 1.8 | 0 | -18 | i | i | i
COc1ccc(C(=O)N2CCC(n3c(C)nc4cc(F)ccc43)CC2)cc1OC | i | 0 | 7 | i | i | 0.7 | 0 | -12 | i | i | i
CCCN1CCN(CCCNC(=O)C2CCN(c3nnc(-n4c(C)ccc4C)s3)CC2)CC1 | i | -5 | 8 | i | i | 0.4 | -4 | -26 | i | i | i
Clc1ccccc1Nc1c2c(nc3ncnn13)CCC2 | i | -1 | 21 | i | i | -0.5 | 1 | 1 | i | i | i
CN(CC(=O)Nc1ccc(F)cc1)C(=O)CCc1nc2ccccc2c(=O)[nH]1 | i | -1 | 15 | i | i | -0.1 | nt | nt | i | i | i
CC(C)Cc1nnc(NC(=O)CCC(=O)NCc2ccccc2Cl)s1 | i | -1 | 7 | i | i | 0.3 | 1 | -8 | i | i | i
CCOC(=O)c1oc2ccccc2c1CSc1nnc(-c2ccco2)o1 | i | 8 | -7 | i | i | -0.1 | 0 | -7 | i | i | i
CC1CCCN(CCOc2ccc(Br)cc2)C1 (stereo unspecified) | i | 0 | 13 | i | i | 0.0 | -7 | -46 | i | i | i
Brc1cnc(N2CCCC2)nc1N1CCCCC1 | i | 3 | -21 | i | i | 0.1 | -5 | -27 | i | i | i
CN(C)c1nc2c(N)ncnc2n1[C@H]1O[C@@H](CO)[C@H](O)[C@@H]1O | i | 2 | 0 | i | i | -0.9 | -4 | 8 | i | i | i
CCOCCCNC(=O)c1ccc(CS(=O)(=O)Cc2ccc(C)cc2)o1 | i | 13 | -14 | i | i | 0.3 | 0 | 2 | i | i | i
CCOc1ccccc1-n1c(SCC(=O)NC(C)(C)C)nnc1-c1ccoc1C | i | 3 | 0 | i | i | 0.6 | -5 | -5 | i | i | i
Cn1nc(-c2ccccc2)c(CO)c1Oc1ccc(F)cc1 | i | -1 | 15 | i | i | 0.0 | -2 | -10 | i | i | i
CCOC(=O)c1cc(-c2ccccc2)sc1N | i | 0 | -94 | i | i | 2.8 | -9 | -31 | i | i | i
CN1CCN(CC(=O)N2c3ccccc3Sc3ccccc32)CC1 | i | -2 | 2 | i | i | 0.6 | 1 | -30 | i | i | i
CC1CCCCN1CCCNC(=O)c1ccc(N2CCCC2=O)cc1 (stereo unspecified) | i | 0 | -29 | i | i | -0.1 | -2 | 22 | i | i | i
CCCS(=O)(=O)c1c(S(=O)(=O)CCC)c2c(C)cccn2c1C(N)=O | i | -3 | 2 | i | nt | 0.4 | -4 | -24 | i | i | i
CC(Oc1cc2oc(=O)c3c(c2cc1Cl)CCCC3)C(=O)NCc1ccccn1 (stereo unspecified) | i | -6 | -11 | i | i | -0.3 | 6 | -11 | i | i | i
Cn1nc(C(=O)N2CCc3ccccc32)c2ccccc2c1=O | i | -14 | -6 | i | i | -0.2 | 7 | -17 | i | i | i
CCCCCC(=O)Nc1ccc(S(=O)(=O)Nc2nccc(C)n2)cc1 | i | -11 | 6 | i | i | -0.1 | 8 | -27 | i | i | i
O=C(N/N=C/c1ccc(Br)s1)c1ccccc1[N+](=O)[O-] | i | -4 | 9 | i | i | -0.8 | 9 | -7 | i | i | i
NNC(=O)CN1C(=O)Nc2ccc(Br)cc2C1c1ccccc1 (stereo unspecified) | i | 2 | 7 | i | i | nt | 2 | -30 | i | i | i
COc1cccc(/C=C2\Oc3cc(OCC(=O)N4CCC[C@H]4C(=O)O)ccc3C2=O)c1 | i | 2 | 4 | i | i | 0.0 | -1 | -18 | i | i | i
Cc1cc(NC(=O)/C=C/c2ccccc2)c(C(C)C)cc1O | i | -7 | 24 | i | i | -0.5 | -3 | -3 | i | i | i

Going on with the list:
SMILES | TRPC4 agonist | SKKanGAS inh | aSyn 5UTR inh | MrgX1 antag | TRPC4 inh | HIF activator | IEC-6 cytotox | KLF5 inh | TRPC6 activator | TRPC6 inhibitor | TRPC4 potent
O=c1[nH]c2ccccc2n1CCC1CCCCC1 | i | -6 | -19 | i | nt | 1.0 | 2 | -27 | i | i | i
CCc1ccccc1N(C)S(=O)(=O)c1ccc2[nH]cc(C(=O)O)c(=O)c2c1 | i | 2 | -4 | i | i | -0.8 | 1 | -27 | i | i | i
O=C(NC(C(=O)NCCN1CCOCC1)C12CC3CC(CC(C3)C1)C2)C1CCCCC1 (stereo unspecified) | i | 1 | -3 | i | i | 0.0 | -1 | -21 | i | i | i
CCOc1cc(C(=O)Nc2ncn[nH]2)cc(OCC)c1OCC | i | 2 | 16 | i | i | -0.3 | -1 | 4 | i | i | i
O=C(CCC(=O)NCc1ccccc1)NCc1ccccc1 | i | 2 | -16 | i | i | 2.5 | -1 | 9 | i | i | i
Cc1ccccc1NC(=O)C(=O)NCCc1c[nH]c2ccccc12 | i | -3 | 8 | i | i | -0.2 | -2 | -5 | i | i | i
CCc1ccc(-n2c(=S)sc3c(=O)n(-c4ccccc4)c(SCC(=O)O)nc32)cc1 | i | 6 | -2 | i | i | -0.5 | 1 | 7 | i | i | i
COc1ccc2c(=O)cc(C(F)(F)C(F)(F)F)oc2c1 | i | 9 | 3 | i | i | 0.0 | -4 | -6 | i | i | i
CCNc1nc(N)c(C(=C(C#N)C#N)c2ccccc2)s1 | i | 3 | -1 | i | i | -0.6 | 0 | -10 | i | i | i
N#CCCN/N=C(/Cc1nc2ccccc2[nH]1)c1cccc(Cl)c1 | i | 34 | -8 | i | i | 0.5 | 3 | -41 | i | i | i
